SMARCA2 activ – activators of SMARCA2 function. MG213 cells, MMTV-luciferase reporter, dexamethasone, overnight. activation, % at 9.1 µM. AID 652017. actives 1% (n = 370,000); in the data active means activation above about 7.8%;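 further: 0% = vehicle wells and 100% = reference activator wells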
NPR2 activator – GC-B (human) receptor activation | P20594 | HEK293-GC-B cells, CNP EC30, cGMP TR-FRET; 0% at EC30 CNP, 100% saturating CNP | activation, % at 10 µM | actives 0.11% (n = 370,000);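 active means activation at 10 µM reaching about 35% in either raw or pattern-adjusted values, limit read from the data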
DAX1 inh-1 – inhibits human nuclear receptor DAX1; P51843; HEK293 Gal4-DAX1 luciferase reporter, luminescence; inhibition, % at 6.75 µM; actives 0.99% (n = 340,000); AID 504766;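 active means inhibition above the mean over all tested compounds plus 3 SD, cut at about 4.2% in these data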;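 further: 0% = DAX1-transfected cells with DMSO and 100% = empty-vector control cells with DMSO; inhibition shows as a rise in luminescence from relieved DAX1 repression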
hgDAF12 agonist – hgDAF-12 agonism, primary luciferase screen | HEK293 GAL4-hgDAF12 UAS-luciferase reporter, agonist luminescence; normalized to butyrate control | activation, % at 6.8 µM | actives 1.8% (n = 370,000) | AID 687014;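 active means activation above a cutoff set at the mean of all screened compounds plus 3 SD, cut at about 10% in these data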;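 further: 0% = DMSO wells and 100% = sodium butyrate wells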
ADAM10 inh – inhibitors of human ADAM10; recombinant ADAM10, EDANS/DABCYL FRET peptide cleavage, 3 h; inhibition, % at 7 µM; actives 0.62% (n = 370,000);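 active means inhibition above a per-campaign cutoff equal to the mean of compounds falling between control-based bounds plus 3 SD, cut at about 20% in these data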;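 further: 0% = DMSO wells while the 100% control is not disclosed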
Target sequence (O14672 214-748 limits assumed): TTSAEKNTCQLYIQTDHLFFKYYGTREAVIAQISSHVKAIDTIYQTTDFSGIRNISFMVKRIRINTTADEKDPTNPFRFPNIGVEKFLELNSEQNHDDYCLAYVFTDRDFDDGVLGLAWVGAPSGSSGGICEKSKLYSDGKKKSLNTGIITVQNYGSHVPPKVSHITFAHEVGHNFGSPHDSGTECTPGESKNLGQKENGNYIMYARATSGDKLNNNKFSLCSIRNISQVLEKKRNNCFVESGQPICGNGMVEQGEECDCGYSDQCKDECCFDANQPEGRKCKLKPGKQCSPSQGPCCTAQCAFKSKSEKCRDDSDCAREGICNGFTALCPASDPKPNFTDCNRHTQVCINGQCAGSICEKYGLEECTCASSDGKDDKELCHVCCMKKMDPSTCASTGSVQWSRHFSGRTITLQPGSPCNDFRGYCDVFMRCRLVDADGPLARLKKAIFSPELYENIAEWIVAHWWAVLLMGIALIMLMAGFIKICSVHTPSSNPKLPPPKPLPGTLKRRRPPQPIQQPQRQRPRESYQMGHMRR
NPR1 activator – GC-A (human) enzyme activation; activation, % at 10 µM; actives 0.14% (n = 370,000); HEK293 GC-A cells, cGMP TR-FRET, EC30 ANP; 0% at EC30 ANP, 100% saturating ANP; AID 1671463; in the data active means activation above about 40%
HGIII-sPLA2 inh – Blocks human group III sPLA2 activity | Q9NZ20 | QFRET BODIPY PC-A2 liposome hydrolysis, fluorescence | inhibition, % at 12.2 µM | actives 0.56% (n = 370,000);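 active means inhibition above mean plus 3 SD of compounds lying within the high and low control bounds, cut at about 19% in these data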;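 further: 0% = median of test compound wells and 100% = no enzyme DMSO wells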
Target sequence (Q9NZ20 whole entry, looked up): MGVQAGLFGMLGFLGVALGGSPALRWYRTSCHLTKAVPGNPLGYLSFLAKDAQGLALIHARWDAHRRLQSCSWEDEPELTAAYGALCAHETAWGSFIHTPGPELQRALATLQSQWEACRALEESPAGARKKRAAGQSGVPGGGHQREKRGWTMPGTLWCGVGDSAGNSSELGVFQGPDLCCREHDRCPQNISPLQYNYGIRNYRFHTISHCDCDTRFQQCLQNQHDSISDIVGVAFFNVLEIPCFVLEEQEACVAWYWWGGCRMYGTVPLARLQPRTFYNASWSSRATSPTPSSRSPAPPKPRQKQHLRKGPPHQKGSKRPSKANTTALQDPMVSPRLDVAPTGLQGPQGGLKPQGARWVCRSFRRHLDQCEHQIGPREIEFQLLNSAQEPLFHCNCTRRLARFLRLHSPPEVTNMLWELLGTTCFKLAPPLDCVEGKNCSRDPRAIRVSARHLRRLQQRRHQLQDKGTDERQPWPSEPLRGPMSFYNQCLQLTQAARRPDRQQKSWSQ
FXN GAA850 act – increases GAA850 frataxin promoter reporter activity. actives 0.56% (n = 360,000). HEK293 lucGAA850 FXN promoter luciferase reporter, 24 h; percent of 10 µM SAHA response. activation, % at 6 µM. AID 540364;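 active means activation above the average of all compounds screened plus 3 SD, cutoff fixed separately per campaign, cut at about 7.5% in these data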;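 further: 0% = DMSO wells and 100% = 10 µM SAHA wells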
ssDAF-12 act – activates DAF-12 receptor from parasite S. stercoralis. HEK293 ssDAF-12/GRIP1 lit1-tk-luc reporter, luminescence; % of 3 µM dafachronic acid response. activation, % at 6.8 µM. actives 1% (n = 370,000);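 active means activation above the mean over all tested compounds plus 3 SD, cut at about 0.9% in these data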;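 further: 0% = DMSO-only wells and 100% = 3 µM delta7-dafachronic acid wells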
DAX1 inh-2 – DAX1 (NR0B1) inhibition, primary screen | HEK293T StAR-luciferase reporter, SF-1/DAX-1 repression relief | inhibition, % at 6.8 µM | actives 1.1% (n = 370,000) | AID 652010;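 active means inhibition above the mean over all tested compounds plus 3 SD, cut at about 3.6% in these data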;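 further: 0% = DAX-1 cells with DMSO and 100% = cells lacking DAX-1 with DMSO; higher inhibition means more luminescence from relief of DAX-1 repression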
hcDAF12 agonist – activators of H. contortus DAF-12 nuclear receptor | HEK293 hcDAF-12 lit1-tk-luc reporter, luminescence; 0% DMSO, 100% Δ7-dafachronic acid | activation, % at 6.8 µM | actives 1.4% (n = 370,000) | AID 652067;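 active means activation above the mean of all tested compounds plus 3 SD, cut at about 5.5% in these data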;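 further: 100% = response to 3 µM Δ7-dafachronic acid high control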
Active calls of the source: *; i = inactive; nt = no result given.

molecule	hgDAF12 agonist	ADAM10 inh	hcDAF12 agonist	HGIII-sPLA2 inh	NPR1 activator	ssDAF-12 act	DAX1 inh-2	DAX1 inh-1	SMARCA2 activ	FXN GAA850 act	NPR2 activator
COc1ccc(OC)c(/C=N/NC(=O)CCc2c(C)n[nH]c2C)c1	0.2	i	-0.9	-1.6	1.8	-0.7	-0.5	2.8	-2.0	-1.9	-2.5
Cc1ccc(C)c(S(=O)(=O)N/N=C/c2ccc(C(=O)O)cc2)c1	-3.4	-0.9	0.8	2.1	3.0	0.9	0.3	3.9	-1.6	-0.8	0.6
CCN(CC)CCNc1ccc(Cl)cc1[N+](=O)[O-]	-2.1	4.7	-2.2	6.1	1.1	-1.1	0.5	0.1	-0.6	-0.6	-8.5
CCOC(=O)COc1c(-c2ccc(OC)cc2)oc2ccccc2c1=O	-0.9	i	-2.3	-5.5	-0.3	-0.8	-1.5	-1.0	-0.5	1.5	0.1
COC(=O)C1=C(CSc2nnnn2C)NC(=O)NC1c1cc(C)ccc1C (centres undefined)	-3.6	-5.7	-0.5	4.2	0.8	-1.0	-0.8	-0.3	-0.5	-1.0	3.1
O=C(O)COc1ccc(Nc2ccccc2)cc1	-1.2	0.1	-1.2	8.3	0.8	-1.0	-0.4	0.1	1.0	-0.7	-5.0
CN(CC(=O)Nc1ccccc1Br)C(=O)CN(C)C1CCCCC1	-0.1	-2.3	2.4	-10.4	-1.3	-0.8	1.9	0.8	-3.5	-0.5	4.2
COCCCN1CN(Cc2ccco2)CNC1=S	-1.8	8.2	-0.2	-0.2	0.8	-1.1	0.1	nt	-2.1	0.0	5.0
COc1cc(OC)c(OC)cc1/C=N/NC(=O)c1cc(-c2cccn2C)n[nH]1	1.3	-78.7	-0.7	-3.5	10.3	-1.4	-0.8	0.0	-6.2	0.9	7.8
CC1(NC(=O)CC(c2ccccc2)(c2ccccc2)c2ccccc2)CCN(CCCc2ccccc2)C1=O (centres undefined)	0.2	18.0	-1.6	-19.1	-5.8	-0.7	-0.6	1.2	1.4	-4.5	-0.1
Cc1ccc(C)c(SCC(=O)OCC(=O)Nc2ccc(S(=O)(=O)N3CCOCC3)cc2)c1	2.0	4.6	-1.5	-21.2	2.1	-1.3	0.4	2.0	2.0	-0.5	-1.5
CCOC(=O)c1c(C)[nH]c(C(=O)COC(=O)c2ccco2)c1C	2.3	8.3	-1.1	-7.0	-2.6	-1.2	-0.5	-0.4	10.4*	1.2	3.3
CCC(C)(C)NC(=O)C(c1ccccc1F)N(Cc1ccco1)C(=O)c1csnn1 (centres undefined)	2.2	-0.9	-0.7	0.1	-2.0	-1.2	0.2	0.3	-4.1	2.0	2.8
Cc1cc(C)cc(NC(=S)NC2CC3CCCC(C2)N3CC(C)C)c1 (centres undefined)	-0.1	-4.4	-0.4	14.0	-2.7	-1.0	0.2	0.5	-1.2	0.5	-0.7
N#CCO/N=C/C(=O)Nc1ccc(F)cc1F	-0.2	-19.4	0.2	8.0	-3.7	-0.8	-0.7	-0.2	-2.6	-2.2	0.1

The list goes on.
molecule	hgDAF12 agonist	ADAM10 inh	hcDAF12 agonist	HGIII-sPLA2 inh	NPR1 activator	ssDAF-12 act	DAX1 inh-2	DAX1 inh-1	SMARCA2 activ	FXN GAA850 act	NPR2 activator
O=C(Nc1ccc(-c2nc3cccnc3s2)cc1)c1cccnc1Cl	23.0*	-68.7	7.9*	-19.6	7.2	0.2	3.7*	1.5	2.1	2.2	5.8
Cc1cc(C)c(-c2c(O)c3cnn(-c4ccccc4)c3[nH]c2=O)c(C)c1	-1.5	1.4	-2.3	1.9	4.2	-1.6	0.0	0.4	-2.3	-3.4	-5.4
COc1cc(NC(=O)CNc2ccc(Cl)c(S(=O)(=O)N3CCOCC3)c2)cc(OC)c1	-0.1	-2.6	-0.9	-5.5	-4.8	-0.7	-1.7	-0.5	2.6	-1.5	0.9
O=C(Nc1ccnn1C1CCN(C(=O)c2cccc(Cl)c2)CC1)C1CC1	1.0	-2.2	-2.2	10.4	7.3	-0.9	-0.4	0.2	0.2	0.1	4.9
O=C1CCCN1c1ccc(S(=O)(=O)NCCOc2ccccc2)cc1	-1.0	7.3	-1.1	-0.9	0.6	-1.3	-0.3	-0.8	-6.3	-1.9	5.9
Cc1cc(OCC(=O)NNC(=O)c2cccc(F)c2)ccc1Cl	0.0	-1.4	0.6	-16.6	1.9	-0.9	0.1	0.3	1.0	1.4	5.6
Cc1c(NC(=O)c2c(O)c3ccccc3n(C)c2=O)c(=O)n(-c2ccccc2)n1C	-1.9	-11.7	-0.7	3.7	3.9	-1.3	0.6	0.4	-1.1	1.5	-0.1
c1ccc2c(c1)nc(N1CCCCCC1)c1nncn12	1.0	-11.3	-2.3	-2.9	4.2	-1.5	-0.3	-0.1	1.8	0.9	10.0
CCOc1ccc(NC(=O)NNC(=O)c2cc3ccccc3cc2O)cc1	0.7	-16.4	2.6	13.9	2.0	-1.5	0.6	2.4	-1.9	4.4	-2.8
Cc1oc(-c2ccccc2)cc1C(=O)Nc1ccc2ccccc2c1	4.2	-1.9	4.8	-8.2	-0.2	0.2	0.6	0.5	2.8	3.0	5.7
N#Cc1c(N)oc(-c2ccccc2)c1-c1ccccc1	4.4	-7.1	2.6	-7.5	-1.4	-1.4	-0.7	0.3	3.6	-0.7	2.4
Nc1nnc(CCS(=O)(=O)c2ccc(Br)cc2)s1	-2.6	-6.6	-0.9	0.6	-3.9	-1.6	0.2	-0.8	-0.3	-0.3	-1.5
COc1ccc(CC(NC(C)=O)C(=O)NC2CCN(C(=O)c3ccc([N+](=O)[O-])cc3)CC2)cc1OC (centres undefined)	-1.7	5.3	-1.3	-4.7	1.9	-1.1	-0.3	1.8	-1.1	0.2	3.0
Cn1nnnc1SCCNS(=O)(=O)c1ccccc1	-0.7	4.5	0.4	-0.1	0.9	-0.8	0.1	2.9	0.8	0.4	4.1
CCn1cc(C(=O)NP(=O)(Nc2ccc(C)cc2)Nc2ccc(C)cc2)c2ccccc21	-0.8	-3.9	1.1	-3.9	3.3	0.1	0.1	-0.3	-2.6	1.4	0.8

Next section
molecule	hgDAF12 agonist	ADAM10 inh	hcDAF12 agonist	HGIII-sPLA2 inh	NPR1 activator	ssDAF-12 act	DAX1 inh-2	DAX1 inh-1	SMARCA2 activ	FXN GAA850 act	NPR2 activator
COCCCn1c(=O)/c(=C\c2ccccc2OC(C)C)s/c1=C(/C#N)C(=O)Nc1ccc(C(=O)O)cc1	-0.5	-12.7	-0.2	-4.0	-9.7	-0.2	-1.1	0.5	1.1	-2.9	-9.4
COC(=O)C1=C(C(=O)OC)SC2(S1)C(C(=O)OC)=C(C(=O)OC)SC1=C2c2cc(C)cc(C)c2NC1(C)C	1.7	13.9	-1.2	-8.6	-8.0	-1.0	0.5	0.4	-0.5	-0.7	-0.6
CCOC(=O)Nc1ccc2c(CN3CCC(C(=O)OC)CC3)cc(=O)oc2c1	0.0	-405.0	2.0	-1.1	3.0	-1.1	0.3	-0.1	0.2	1.8	2.8
CCOC(=O)NC(=O)CSc1nnc(C)s1	-0.6	-5.1	-0.8	-0.6	2.8	-1.0	0.0	-0.7	-0.2	0.1	1.5
COCC(=O)NC1CCN(S(=O)(=O)c2cccc(C(C)=O)c2)CC1	-0.9	-6.8	-1.5	0.3	1.2	-1.2	-0.1	1.1	-3.4	-1.9	7.8
CCOc1ccc2nc(SCc3ccc(OC)cc3)sc2c1	7.3	8.3	0.2	2.1	8.8	-1.1	0.2	0.4	1.2	3.5	1.4
Cc1ccc(-c2nc3cc(NS(=O)(=O)c4ccc(C)cc4)ccc3o2)cc1	2.6	-11.3	-1.7	-46.5	5.7	-1.1	-0.7	0.8	-4.1	0.8	-1.6
CC(=O)Nc1ccc(NS(=O)(=O)c2ccccc2)cc1	-0.9	4.6	0.1	4.5	0.3	-1.0	0.0	3.0	-2.8	1.1	1.2
COc1ccc(NC(=O)Nc2cccc3c2O[C@H](CN(C)C(=O)NC2CCCCC2)[C@@H](C)CN([C@H](C)CO)C3=O)cc1	0.2	3.1	-1.3	-8.0	-1.2	-1.1	-0.3	0.9	0.2	-2.4	-3.9
CN(C)S(=O)(=O)c1cc(NC(=O)COC(=O)CCc2ccccc2)ccc1Cl	-0.1	1.6	-0.9	-14.4	3.2	-0.4	0.3	1.0	-2.7	0.4	-1.1
Cc1ccc(-c2cc(C(F)(F)F)n3nc(C(=O)Nc4ccon4)cc3n2)cc1C	0.6	-16.1	-1.1	-1.6	-3.5	-1.8	0.2	-0.2	-2.9	0.5	-2.6
COc1ccc(-n2nnnc2C2(C)CCC(=O)N2Cc2ccccc2)cc1 (centres undefined)	0.4	-8.3	-1.7	5.8	0.8	-1.4	0.5	nt	1.7	nt	1.8
O=C(Nc1ccc(Cl)cc1)OCc1cc(-c2ccccc2)on1	3.8	7.0	0.4	-14.3	0.7	-1.2	1.3	1.4	3.2	1.4	-0.2
O=C1c2ccc(Oc3ccc([N+](=O)[O-])cc3)cc2C(=O)N1c1ccncc1	-0.3	4.8	1.9	0.7	-0.6	-1.0	0.0	0.9	1.4	-1.2	-0.5
Cc1ccc(OCC(=O)N/N=C/C=C/c2ccco2)cc1	0.2	-7.8	1.7	-2.8	-1.5	-1.2	-0.2	-1.0	-1.2	5.7	-2.8
O=C(Cn1nc(C(=O)O)c2ccccc2c1=O)Nc1cc(S(=O)(=O)N2CCCCC2)ccc1Cl	0.1	-11.3	0.2	11.5	-2.5	-1.1	1.0	1.4	-1.8	1.1	-1.3
COc1ccc(S(=O)(=O)NCC(=O)Nc2cccc(C)c2C)cc1OC	-3.3	0.4	-1.3	-0.1	-3.2	-1.3	-0.2	0.8	5.2	-0.6	0.8
NC(=O)C1Cc2ccccc2CN1S(=O)(=O)c1cccs1 (centres undefined)	-5.0	-0.1	2.0	1.9	4.0	-1.2	1.1	0.8	-2.8	2.5	2.1

2 compounds from above, reduced to SMARCA2 activ and DAX1 inh-1.
| smiles | SMARCA2 activ | DAX1 inh-1 |
| --- | --- | --- |
| O=C(Nc1ccc(Cl)cc1)OCc1cc(-c2ccccc2)on1 | 3.2 | 1.4 |
| COc1ccc(S(=O)(=O)NCC(=O)Nc2cccc(C)c2C)cc1OC | 5.2 | 0.8 |

Quoted from the listing.
Cc1oc(-c2ccccc2)cc1C(=O)Nc1ccc2ccccc2c1 in ssDAF-12 act = 0.2
COC(=O)C1=C(C(=O)OC)SC2(S1)C(C(=O)OC)=C(C(=O)OC)SC1=C2c2cc(C)cc(C)c2NC1(C)C in DAX1 inh-1 = 0.4
COc1ccc(NC(=O)Nc2cccc3c2O[C@H](CN(C)C(=O)NC2CCCCC2)[C@@H](C)CN([C@H](C)CO)C3=O)cc1 in hgDAF12 agonist = 0.2
CCOC(=O)Nc1ccc2c(CN3CCC(C(=O)OC)CC3)cc(=O)oc2c1 in SMARCA2 activ = 0.2

Screening data: PubChem BioAssay, several laboratories

Outcome played no part in choosing rows; overall some 6.6% were active at least once.
